Mtb RmlCD inh = M. tuberculosis RmlC/RmlD coupled enzyme inhibitors, primary screen, biochemical, compound mixtures, 384-well, from 1536-well plates; RmlC+RmlD coupled enzyme assay, percent inhibition; primary screen in compound mixtures; inhibition, % at 3.6 µM; 160,000 tested, 0.03% active; in the data active means inhibition mostly above about 34%, no sharp cut-off; inconclusive means no clear call, values can overlap the other calls; inactive means mostly below about 22%; further: some results filed as inactive read as strong as hits
Target sequence (P9WH09 whole entry, looked up): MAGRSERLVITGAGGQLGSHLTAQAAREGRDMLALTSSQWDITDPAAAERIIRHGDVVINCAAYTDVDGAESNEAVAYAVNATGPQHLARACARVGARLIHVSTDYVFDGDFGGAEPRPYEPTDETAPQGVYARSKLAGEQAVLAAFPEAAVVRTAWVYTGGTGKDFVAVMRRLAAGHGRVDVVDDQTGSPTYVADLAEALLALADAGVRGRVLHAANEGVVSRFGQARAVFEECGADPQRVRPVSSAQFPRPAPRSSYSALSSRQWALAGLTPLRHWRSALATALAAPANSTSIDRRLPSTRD
Target sequence (P9WH11 whole entry, looked up): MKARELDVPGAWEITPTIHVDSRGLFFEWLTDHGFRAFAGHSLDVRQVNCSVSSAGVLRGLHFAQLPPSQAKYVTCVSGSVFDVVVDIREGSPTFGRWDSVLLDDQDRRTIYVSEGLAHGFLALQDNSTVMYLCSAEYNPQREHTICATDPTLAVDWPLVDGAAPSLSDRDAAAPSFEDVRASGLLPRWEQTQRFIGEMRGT
M. tuberculosis GlmU = inhibition of mycobacterial GlmU enzyme – biochemical, glucosamine-1-phosphate acetyltransferase (AID 1376) | Bifunctional protein GlmU (Mycobacterium tuberculosis (strain ATCC 25618 / H37Rv)) | M. tuberculosis GlmU acetyltransferase enzyme assay; higher % means a stronger effect | 220,000 tested, 0.25% active | one-dose inhibition, %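 (tested at 30 µM in the primary screen)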; IC50 in µM for titrated hits; in the data active means inhibition above about 13%; inconclusive means no clear call, values can overlap the other calls;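 further: 0% = complete reaction with vehicle and 100% = reaction without substrate; strong numbers were not always called active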
Numbers without * were called inactive; ? = inconclusive; . = no result given.

mol	M. tuberculosis GlmU	Mtb RmlCD inh
COC(=O)c1ccc2c(c1)NC(=O)C1CCCN21 (configuration not stated)	7.5%	-7
CC(=O)N1CCN(C(=O)CCc2nc3ccccc3c(=O)[nH]2)CC1	-0.8%	.
Cc1ccc(S(=O)(=O)N2c3ccc(S(N)(=O)=O)cc3CC2C)cc1 (configuration not stated)	0.3%	-6
Cc1ccc(SCc2nc(-c3ccncc3)no2)cc1	7.1%	.
C=CCN1CC(O)=C(c2nc3ccccc3[nH]2)C1=N	-8.6%	1
CCOCCCNC(=O)C1c2ccccc2C(=O)N2CCc3ccccc3C12 (configuration not stated)	-5.6%	-16
CCOCCCNC(=O)C(c1ccc(C)cc1)N(Cc1cccs1)C(=O)CNC(C)=O (configuration not stated)	0.1%	-4
CCOc1c(OC)cccc1C1CC(=O)Nc2cc3c(cc21)OCCO3 (configuration not stated)	-2.0%	77
O=C1CCCN1CN(C(=O)c1ccc2c(c1)OCO2)c1ccc(F)cc1	1.8%	-6
CC1(C)NC(=O)N(CCSc2ccc(Cl)cc2)C1=O	3.8%	.
Cc1cc(-c2ccccc2)nc(Cl)c1C#N	1.1%	.
Cc1ccc(OCc2n[nH]c(=S)n2-c2ccccc2)cc1C	4.5%	5
CCOc1cccc(Oc2ncccc2C(=O)/C(C#N)=C/N(C)C)c1	.	10
COc1ccc(Cc2nnn(CC(=O)O)n2)cc1	-1.2%	12
c1ccc2c(-c3[nH]ncc3CNCCCn3ncc4ccccc43)cccc2c1	-10%	.
CCCCC1NC(=S)N(C2CCCCC2)C1=O (configuration not stated)	4.5%	-10
CCOc1ccc(NC(=S)N/N=C(\C)Cc2ccc(OC)cc2)cc1	-0.9%	4
O=C(NCC1COc2ccccc2O1)C1CCCN(S(=O)(=O)c2cccc3nsnc23)C1 (configuration not stated)	-0.3%	11
O=C(/C=C/Nc1ccc(F)cc1Br)c1ccccc1	2.2%	-11
CCN(CC)S(=O)(=O)c1ccc(C(=O)NC2=C(C(=O)OC)SCC2)cc1	-3.5%	.
S=c1[nH]nc(-c2cc(-c3ccccc3)n[nH]2)n1/N=C/c1ccc(Cl)cc1	1.2%	9
Cc1cc(C)cc(NC(=O)COC(=O)CCc2ccc(S(=O)(=O)N3CCOCC3)cc2)c1	3.5%	-9
CC(NS(=O)(=O)c1ccc2c(c1)OCCO2)c1ccccc1 (configuration not stated)	3.8%	-13
Cc1ccc(/C=N/NC(=O)CSc2nc3ccccc3s2)o1	2.6%	-8
CCOC(=O)c1sc(=S)n(-c2ccccc2)c1NC(C)=O	4.7%	-3
COc1ccc(C2CC(=O)c3c([nH]c(C(=O)OC(C)C)c3C)C2)cc1OC (configuration not stated)	-2.3%	.
COc1ccc(-c2noc(-c3ccccc3C(=O)Nc3cccc(OC)c3)n2)cc1	-2.8%	.
COC(=O)C1CCN(C(=O)Nc2ccccc2)CC1	-2.2%	1
Clc1ccc(C2[C@H]3CN(Cc4ccc(-c5ccccc5)cc4)[C@H](c4ccccc4)C34CC2(c2ccccc2)C4)cn1 (some centres not stated)	-0.8%	.
CN(C)c1ccc(C(=O)c2ccc(N(C)C)cc2)cc1	2.8%	-35
O=C(N/N=C/C1CC=CCC1)c1cc2ccccc2cc1O (configuration not stated)	4.0%	0
CSCCC(C(=O)NC1=NCCS1)N1C(=O)c2ccccc2C1=O (configuration not stated)	-3.5%	0
Cc1c(N)cc(N)cc1C(=O)O	0.4%	50
O=C(N/C(=N\O)c1ccccc1)Nc1ccc(Cl)cc1	4.2%	6
CC1=C/C(=N\OS(=O)(=O)c2ccccc2)C(C)=CC1=O	11%	14
O=C(CSc1nnc2n1CCCN2)c1ccc([N+](=O)[O-])cc1	4.1%	-5
CCCCc1nc2ccccc2c(N)c1CCC (tested in a mixture with another compound)	-2.4%	-12
CCN(CC)S(=O)(=O)c1ccc(OC)c(NS(=O)(=O)c2cccc(C(=O)O)c2)c1	-2.6%	9
COC(=O)[C@H](Cc1ccccc1)NC(=O)N1CCCCC1C (some centres not stated)	0.8%	2
CCN(CC)S(=O)(=O)c1ccc(NC(=O)CN(c2cccc(C)c2)S(C)(=O)=O)cc1	2.7%	.
Cc1ccccc1NC(=O)Cn1nnc(-c2ccc(N3CCOCC3)cc2)n1	-1.9%	?
COC(=O)c1ccc(S(=O)(=O)N2CCC(O)CC2)n1C	-2.9%	-3
O=C(O)Cn1nnn(-c2ccccc2)c1=S	1.7%	7
Cc1cc(N=Cc2cc(Br)ccc2O)no1	13%	-9
CC(C)C(NC(=O)C1CCCCC1)C(=O)NC1CCN(Cc2ccccc2)CC1 (configuration not stated)	-1.7%	.
CCOC(=O)CNC(=O)N1CCCC(CNS(=O)(=O)c2cccs2)C1 (configuration not stated)	-1.9%	.
O=C(NCc1ccc2c(c1)OCO2)C1CCCN(C(=O)c2ccc(Cl)cc2)C1 (configuration not stated)	0.5%	9
Cc1ccccc1C(=O)Nc1nc2n(n1)C(c1ccccc1)CC(=O)N2 (configuration not stated)	3.0%	-3
Cc1cc(C)c(C(=O)CSC2=NC(N)=C(C#N)C3(CCCCC3)C2C(N)=O)cc1C (configuration not stated)	2.0%	3
CCC(=O)Nc1ccc(NC(=S)NC(=O)c2cc3ccccc3o2)cc1	-1.3%	.
Cc1c(NC(=O)CN2CCCc3ccccc32)c(=O)n(-c2ccccc2)n1C	-6.5%	9
COc1ccc(Cc2nc3c4c(ncn3n2)Oc2ccc3ccccc3c2C4c2ccc(OC)c(OC)c2)cc1 (configuration not stated)	3.6%	9
COc1ccc(-n2c(SCC(=O)N3CCCCC3)nc(O)cc2=O)cc1	-1.1%	.
CC(C)(C)c1ccc(OCCC(=O)Nc2cccc(S(=O)(=O)N3CCCCC3)c2)cc1	-3.1%	-6
CC(C)N(CCNC(=O)C1CCC(=O)N1Cc1ccc(F)cc1)Cc1ccccc1 (configuration not stated)	8.9%	5
NC(=O)c1ccc(-n2nnnc2SCC(=O)Nc2ccccc2-c2ccccc2)cc1	-5.2%	10
Cn1c(SCC(=O)NC2CCCCC2)nnc1-c1cc2ccccc2o1	-2.5%	-8
Cc1cc(-c2ccccc2)cc(-c2ccccc2)[n+]1C	5.2%	2
O=C(CS(=O)(=O)c1cn(Cc2ccc(F)cc2)c2ccccc12)N1CCOCC1	-5.1%	.
CC(=O)Nc1ccc(N2CCOCC2)c(Cl)c1	0.3%	.

Going on with the list.
mol	M. tuberculosis GlmU	Mtb RmlCD inh
O=C(CSc1nc2ccccc2s1)Nc1ccc2c(c1)oc1ccccc12	0.6%	38
CC(=O)NCC(=O)OCc1ccc([N+](=O)[O-])cc1	1.6%	-1
CCCN(Cc1ccccc1)C(=S)NC(=O)c1ccccc1[N+](=O)[O-]	1.8%	-4
OC(COc1ccccc1Cl)CN1CCN(CC(O)COc2ccccc2Cl)CC1 (configuration not stated)	-3.0%	-2
COc1ccccc1NC(=O)C(CC=C(Cl)Cl)C(C)=O (configuration not stated)	-2.2%	0
CCS(=O)(=O)N1CCCC(C(=O)NCCc2ccc(OC)c(OC)c2)C1 (configuration not stated)	-2.0%	12
Cc1nc2c(=O)n(C)c(=O)[nH]c2n1Cc1ccccc1	7.2%	10
COc1ccccc1[C@@H]1C(c2ccc(F)cc2)=NN(c2ccccc2)[C@H]1C(=O)N1CCOC1=O	1.2%	.
Cc1ccc(S(=O)(=O)N(C(=O)c2ccco2)c2cc3sc(=O)oc3c3ccccc23)cc1	4.0%	.
COc1ccc(-c2nc3n(c(=O)c2C#N)CCCS3)cc1	-2.9%	-6
CCN(CC)S(=O)(=O)c1cccc(C(=O)NC(C(=O)NC2=NCCS2)C(C)C)c1 (configuration not stated)	4.1%	.
CCc1ccc(N(C(C)=O)C2C=CS(=O)(=O)C2)cc1 (configuration not stated)	0.8%	1
Cc1ccc(-n2nc(C)c3onc(C)c3c2=O)cc1	-1.3%	8
CCOc1ccc2nc(NCCCNS(=O)(=O)c3ccc(C)cc3)c(C#N)cc2c1	4.9%	.
CC1(C)CC(=O)C2=C(C1)NC(SCC(N)=O)=C(C#N)C21CCCCC1	-4.8%	6
COC(=O)Cc1ccc(NC(=S)NCC(C)C)cc1	4.2%	3
CCOC(=O)NC(=O)C(=CNc1ccc(C)cc1)C(=O)NC(=O)OCC	1.1%	1
CCOCCCN1C(=O)CN(C2CCCCCC2)C(=O)C1c1ccc(OC)cc1 (configuration not stated)	5.3%	10
Cc1cnc(NC(=O)CSC(=S)N2CCOCC2)s1	1.6%	8
Cc1onc(-c2ccccc2Cl)c1C(=O)Nc1ccc(-c2cn3cccnc3n2)cc1	-1.4%	.
CN(CC(=O)Nc1ccccc1Sc1ccccc1)Cc1nc2ccccc2c(=O)[nH]1	-5.1%	-7
CC(NS(=O)(=O)c1ccccc1)C(=O)Nc1nccs1 (configuration not stated)	2.9%	-1
CCOC(=O)c1ccc(NC(=S)N(CCCN2CCCC(C)C2)Cc2cccs2)cc1 (configuration not stated)	-3.7%	2
Cc1c(Cl)cccc1NC(=S)NCCc1ccccn1	-1.4%	.
CCN(C(=O)CCCC(=O)N(CC)c1ccccc1)c1ccccc1	7.9%	-10
CC(C)CC(C(=O)NC1CCCC1)N(Cc1ccc2c(c1)OCO2)C(=O)c1snc(C(N)=O)c1N (configuration not stated)	-3.5%	-9
COC(=O)Cn1c(=O)c2c(nc3n2CC(C)CN3c2ccc(C)c(C)c2)n(C)c1=O (configuration not stated)	0.8%	.
c1ccc(Oc2cccc(OCCCn3cncn3)c2)cc1	-7.1%	5
O=C(O/N=C(/c1ccccc1)c1ccncc1)c1cccc(F)c1	3.6%	5
CCOC(=O)c1cnn(-c2ncnc3c2oc2ccccc23)c1N	1.5%	.

Entries of single compounds from above.
`Cc1cnc(NC(=O)CSC(=S)N2CCOCC2)s1` reads M. tuberculosis GlmU = 1.6%; Mtb RmlCD inh = 8
`CCCN(Cc1ccccc1)C(=S)NC(=O)c1ccccc1[N+](=O)[O-]` reads M. tuberculosis GlmU = 1.8%; Mtb RmlCD inh = -4
`CC(NS(=O)(=O)c1ccccc1)C(=O)Nc1nccs1` (configuration not stated) reads M. tuberculosis GlmU = 2.9%; Mtb RmlCD inh = -1

A draw from above in order of count of non-hydrogen atoms, descending.
mol	M. tuberculosis GlmU	Mtb RmlCD inh
Cc1cc(C)cc(NC(=O)COC(=O)CCc2ccc(S(=O)(=O)N3CCOCC3)cc2)c1	3.5%	-9
OC(COc1ccccc1Cl)CN1CCN(CC(O)COc2ccccc2Cl)CC1 (configuration not stated)	-3.0%	-2
CSCCC(C(=O)NC1=NCCS1)N1C(=O)c2ccccc2C1=O (configuration not stated)	-3.5%	0
Cc1ccc(OCc2n[nH]c(=S)n2-c2ccccc2)cc1C	4.5%	5

Further records
mol	M. tuberculosis GlmU	Mtb RmlCD inh
COc1ccc2ccccc2c1C(O)c1nccn1C (configuration not stated)	-0.8%	0
O=C(CN1CCCC1)Nc1c(C(=O)C2CC2)oc2ccccc12	2.0%	-20
O=C(CSc1nc2[nH]ncc2c(=O)[nH]1)NCc1ccccc1	4.7%	-47
CCCC(C(=O)N1CCOCC1)N1C(=O)C2C3C=CC(C3)C2C1=O (configuration not stated)	3.1%	.
CC(=O)Nc1cccc(NC(=O)c2cc3ccccc3o2)c1	2.4%	.
C=C(C)C(=O)N1CC2(CC(c3cccc(NC(=O)CC)c3)=NO2)C[C@H]1C(N)=O (some centres not stated)	2.9%	-13
O=C(COC(=O)c1ccc(F)cc1)Nc1nc2ccc([N+](=O)[O-])cc2s1	-5.3%	.
c1ccc(Oc2cccc(CN3CCCCC3)c2)cc1	4.7%	-20
Cc1cc(/C=C2\SC(=S)NC2=O)cc(C)c1O	-4.7%	-11
Cc1cccc(N2CCN(C(=O)c3ccc4c(c3)OCCO4)CC2C)c1 (configuration not stated)	4.7%	4
COc1cccc(-n2c(CN3CCN(C)CC3)nc3ccc([N+](=O)[O-])cc3c2=O)c1	-2.6%	-4
Nc1nc(-c2ccc(Cl)cc2Cl)cn1N	8.7%	7
S=C(NCc1ccco1)N1CCN(C(c2ccccc2)c2ccccc2)CC1	1.4%	21
O=C1NNC(c2ccccc2)=N/C1=C\c1ccco1	2.0%	.
COc1ccccc1Oc1ccc(S(=O)(=O)Nc2cccnc2)cc1	-2.9%	8
COc1cccc(/C=N/NC(=O)c2c(-c3ccccc3)noc2C)c1O	1.7%	-2
CCc1c(C)nc(SCC(=O)N2CCc3ccccc32)[nH]c1=O	3.2%	.
Nc1nc(-c2nc3ccccc3[nH]2)cs1	3.0%	.
O=C(Nc1ccccc1N1CCOCC1)c1cccnc1	3.0%	8

Structures shown so far containing a COOH group:
mol	M. tuberculosis GlmU	Mtb RmlCD inh
COc1ccc(Cc2nnn(CC(=O)O)n2)cc1	-1.2%	12
Cc1c(N)cc(N)cc1C(=O)O	0.4%	50
CCN(CC)S(=O)(=O)c1ccc(OC)c(NS(=O)(=O)c2cccc(C(=O)O)c2)c1	-2.6%	9
O=C(O)Cn1nnn(-c2ccccc2)c1=S	1.7%	7

High-throughput results (PubChem BioAssay)

An excerpt. The share of hits here may be higher or lower than overall.
